Shn3 3UTR inh: Schnurri-3 reporter inhibition in Clone20 osteoblasts | Clone20 osteoblast Shn3 3'UTR firefly luciferase, 24 h | inhibition, % at 12.5 µM | 0.52% of 360,000 active | AID 588674;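 active means mean inhibition of at least 75% with every replicate also reaching 75%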;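 further: 0% = median of neutral control wells and 100% = pilot-screen positive control compound; some compounds past the cut are filed as inactive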
hiPSC survival: enhancers of human iPSC single-cell survival; 0.044% of 360,000 active; survival enhancement, % at 20 µM; AID 602274; hiPSC single-cell survival, ATPlite luminescence; 100% = ROCK inhibitor wells, 0% = DMSO; in the data active means survival enhancement above about 18%;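 further: cells exposed to compounds for 16 hours before the ATP read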
CF NFkB block: cystic fibrosis NF-kB activation inhibition. 0.86% of 360,000 active. inhibition, % at 5 µM. KKLEB NF-kB-GFP reporter, PAF-induced, GFP fluorescence overnight;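 active means at least 50% inhibition at 5 µM, scaled per plate between neutral and stimulator controls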;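 further: PAF is a Pseudomonas aeruginosa culture filtrate used as stimulus; plate controls were PAF-stimulated DMSO wells for no effect and unstimulated DMSO wells for full effect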
Peg3 prom inh: inhibitors of Peg3 promoter; 1.7% of 360,000 active; inhibition, % at 20 µM; HeLa PEG-Prom luciferase reporter, luminescence, overnight;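 active means inhibition of at least 50% at 20 µM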
TRPM1 prom inh: inhibitors of MITF-driven TRPM1 promoter in melanoma cells. SK-MEL-5 TRPM1 promoter luciferase, 24 h. inhibition, % at 12.5 µM. 0.83% of 330,000 active;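 active means mean inhibition across replicates of 60% or more, whatever share of single replicates reaches that level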; further: values of inactives mirror those of a sister screen read the other way
HIF-2a block: HIF-2a inhibition. 0.72% of 360,000 active. 786-0 RCC cells HIF-2a reporter, luciferase luminescence, overnight. inhibition, % at 18.8 µM;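 active means inhibition of the luminescence signal of 40% or more relative to plate controls, in a single-dose primary screen at 18.75 µM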
NR2E3 ag-1: activates human photoreceptor nuclear receptor NR2E3; AID 2300; Q9Y5X4; GST-NR2E3/biotin-RetCOR TR-FRET, 1536-well; 0.12% of 320,000 active; inhibition of corepressor binding, % at 4.78 µM;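 active means percent inhibition above the cutoff of mean plus 3 SD of all tested compounds, set per screening campaign, cut at about 20% in these data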;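 further: 0% = DMSO wells and 100% = biotin wells as full block of FRET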
Target sequence (Q9Y5X4 whole entry, looked up): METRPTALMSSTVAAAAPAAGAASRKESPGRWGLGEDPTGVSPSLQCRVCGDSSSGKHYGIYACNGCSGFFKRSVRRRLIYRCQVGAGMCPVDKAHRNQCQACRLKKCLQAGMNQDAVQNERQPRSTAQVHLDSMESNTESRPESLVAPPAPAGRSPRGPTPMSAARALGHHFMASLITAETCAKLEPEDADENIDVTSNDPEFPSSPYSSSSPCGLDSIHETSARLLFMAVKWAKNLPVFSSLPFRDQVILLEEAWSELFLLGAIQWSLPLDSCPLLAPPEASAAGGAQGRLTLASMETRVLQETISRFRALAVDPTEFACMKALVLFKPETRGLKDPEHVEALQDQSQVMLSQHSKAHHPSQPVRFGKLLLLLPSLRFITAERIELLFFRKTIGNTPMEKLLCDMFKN
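Material – GST-tagged NR2E3 plus biotinylated RetCOR corepressor · Quantity – NR2E3 fusion 1.35 nM · Times – 5 h incubation at 4 °C · Medium – pH 7.5 Tris-based buffer · Technique – TR-FRET, Eu(K)-anti-GST donor, streptavidin-D2 acceptor, ex 340, em 617/671 nm · Benchmarks – high control biotin, low control 0.6% DMSO · Format – 1536-well plates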
NR2E3 ag-2: activates human NR2E3 receptor. Q9Y5X4. CHO-S Gal4-NCOR/VP16-NR2E3 two-hybrid, luciferase. inhibition of corepressor binding, % at 3.98 µM. 0.35% of 360,000 active. AID 602229;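 active means inhibition above the mean of all tested compounds plus 3 SD, cut at about 70% in these data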;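 further: 0% = DMSO with NR2E3 transfected cells and 100% = cells lacking NR2E3 construct; higher means lower luciferase signal from less NR2E3 corepressor binding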
TRAIL sens C8: sensitizes caspase-8 expressing cells to TRAIL | NB7+C8 cells + TRAIL, ATPlite viability luminescence | AID 624354 | 1% of 360,000 active | inhibition (viability loss, TRAIL sensitization), % at 10 µM;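 active means compounds causing at least 50% loss of cell viability in the single-dose screen, relative to plate controls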
LMP1 NFkB inh: reduces LMP1-driven NF-kappaB luciferase signal; 0.69% of 350,000 active; inhibition, % at 12.5 µM; LMP1-induced NF-kappaB luciferase reporter cells, luminescence; in the data active means inhibition above about 41%;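 further: 0% = neutral control wells and 100% = reference inhibitor control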
KKLEB cytotox: CF airway cell cytotoxicity counter-screen. 0.36% of 360,000 active. KKLEB CF airway cells viability, ATPlite luminescence, overnight; hits give low values; cells stimulated with P. aeruginosa culture filtrate. AID 602141. activity change (cytotoxicity), % at 5 µM;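 active means corrected activity change at or below -50% at 5 µM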
Numbers without * were called inactive; . = no result given. Only part of the results is shown. The share of hits here may be higher or lower than overall.

SMILES | Shn3 3UTR inh | hiPSC survival | CF NFkB block | Peg3 prom inh | TRPM1 prom inh | HIF-2a block | NR2E3 ag-1 | NR2E3 ag-2 | TRAIL sens C8 | LMP1 NFkB inh | KKLEB cytotox
c1ccc(COc2ncnc3c2ncn3CCCNCCN2CCOCC2)cc1 | 5 | -1.1 | -11 | -2 | 1 | 10 | . | -21 | -13 | -4 | 2
O=C(CCS(=O)(=O)Cc1ccccc1)Nc1ncc([N+](=O)[O-])s1 | -62 | 1.1 | 28 | -139 | -45 | -303 | 0 | -22 | -4 | 3 | 5
CCCCn1c(Cc2ccccc2)n[nH]c1=S | 16 | 1.6 | -9 | 12 | 3 | 2 | 1 | 5 | -11 | -5 | -2
CCC(C)n1c(SCc2ccccc2)nc2ccsc2c1=O (configuration not stated) | 19 | 1.7 | 13 | 41 | 1 | 31 | 1 | -8 | 0 | 1 | -4
COC(=O)[C@@H](NC(=O)NC1CCCCC1C)C(C)C (some centres not stated) | 15 | -0.1 | 18 | 8 | 18 | 17 | 3 | -14 | 8 | -6 | -4
CC1(C)Cc2ccccc2-c2nc(NCCO)n(-c3ccccc3)c(=O)c21 | 3 | -1.1 | -4 | 9 | -5 | 11 | 14 | -22 | 7 | -5 | 9
CCOC(=O)C1CCN(C(=O)CN(c2ccc3c(c2)OCO3)S(C)(=O)=O)CC1 | -7 | -0.2 | 12 | 15 | 11 | 14 | 2 | -16 | -4 | 0 | 2
COc1ccc(C(=O)NNC(=O)c2ccc(C(C)(C)C)cc2)cc1 | 14 | 0.3 | 1 | -1 | -9 | 5 | 4 | -25 | 0 | 1 | 3
COc1cc(OC)c(OC)cc1CN1CCN(S(=O)(=O)c2ccc(NC(C)=O)cc2)CC1 | 8 | 1.9 | 1 | 8 | -5 | 14 | 1 | -27 | -1 | 2 | -2
CCOc1ccc(C(=O)OCC(=O)Nc2nc(OC)cc(OC)n2)cc1OCC | 15 | -4.0 | -5 | 22 | 1 | 0 | -1 | -15 | 13 | 6 | 5
O=C(Nc1ccc2[nH]c(=O)[nH]c2c1)Nc1ccc(F)cc1F | . | -0.6 | 18 | -14 | -13 | -26 | 1 | -11 | 0 | -9 | 2
Cc1ccc(NC(=O)c2ccc(=O)[nH]c2)cc1S(=O)(=O)N1CCCCCC1 | 2 | -2.4 | 8 | 22 | 2 | 16 | . | -39 | 17 | 2 | -9
O=C(CNC(=O)C1CCCCC1)OCC(=O)c1cccc(Cl)c1 | 2 | 0.6 | 10 | -2 | 9 | 12 | . | 3 | -31 | 2 | -5
CCC1CCCCN1Cc1nc2c(c(=O)n(C)c(=O)n2C)n1CC(C)C (configuration not stated) | -10 | 1.0 | 11 | -6 | -3 | 4 | 1 | -23 | -1 | -2 | 6
N=c1c(C(=O)NCC2CCCO2)cc2c(=O)n3ccccc3nc2n1C1CCCC1 (configuration not stated) | 1 | -0.5 | -14 | 0 | -10 | 7 | 1 | -14 | 2 | -10 | -3
O=C(CCn1c(SCC(=O)c2ccccc2)nc2ccccc2c1=O)NCc1ccc(F)cc1 | 13 | -0.7 | -5 | -1 | -2 | 8 | 3 | -4 | -9 | 1 | -24
CCOC(=O)CSc1nc2ccc(N)cc2s1 | 1 | -0.1 | -6 | -29 | 1 | -18 | 1 | -10 | -3 | 0 | -10
O=C(Cc1cccc(F)c1F)NC1CCCN(Cc2ccc(Cl)cc2)C1 (configuration not stated) | 1 | -1.0 | 2 | 18 | 4 | 16 | 2 | 0 | 4 | 5 | 0
CCOC(=O)c1cc(C(=O)c2cc(Cl)ccc2O)coc1=N | 4 | 0.5 | 16 | 14 | 4 | 21 | 1 | -30 | -8 | 4 | 0
CCN(CC)S(=O)(=O)c1ccc2oc(C(=O)O)c(C)c2c1 | -8 | 0.5 | -2 | -8 | 1 | 11 | 0 | -4 | 0 | -10 | -4

The last four entries of the section before come first, to join the parts.
SMILES | Shn3 3UTR inh | hiPSC survival | CF NFkB block | Peg3 prom inh | TRPM1 prom inh | HIF-2a block | NR2E3 ag-1 | NR2E3 ag-2 | TRAIL sens C8 | LMP1 NFkB inh | KKLEB cytotox
CCOC(=O)CSc1nc2ccc(N)cc2s1 | 1 | -0.1 | -6 | -29 | 1 | -18 | 1 | -10 | -3 | 0 | -10
O=C(Cc1cccc(F)c1F)NC1CCCN(Cc2ccc(Cl)cc2)C1 (configuration not stated) | 1 | -1.0 | 2 | 18 | 4 | 16 | 2 | 0 | 4 | 5 | 0
CCOC(=O)c1cc(C(=O)c2cc(Cl)ccc2O)coc1=N | 4 | 0.5 | 16 | 14 | 4 | 21 | 1 | -30 | -8 | 4 | 0
CCN(CC)S(=O)(=O)c1ccc2oc(C(=O)O)c(C)c2c1 | -8 | 0.5 | -2 | -8 | 1 | 11 | 0 | -4 | 0 | -10 | -4
CCNC(=O)C1(C)CCN1CCS(=O)(=O)c1ccc(C)cc1 (configuration not stated) | 9 | 0.8 | -24 | -4 | . | 6 | . | -27 | 5 | . | 15
O=C(Nc1ccon1)c1nc[nH]c1C(=O)NCc1ccccc1 | 14 | 0.3 | -9 | 4 | -6 | 3 | -1 | 45 | -7 | -16 | 14
COc1ccc(C(=O)CSc2cc(C)[nH]c(=O)n2)cc1 | -59 | -0.3 | -6 | -230 | -27 | -141 | -4 | -185 | 9 | -4 | -2
CCN1CCN(C(=O)CN(C)S(=O)(=O)c2ccc3ccccc3c2)CC1 | -7 | -0.2 | 12 | -6 | -4 | 17 | 2 | -21 | -4 | -11 | -2
Cc1nc(CNC(=O)CC2C(=O)NCCN2Cc2ccoc2)nc2c1CCCC2 (configuration not stated) | 7 | -0.7 | -16 | -1 | -4 | 19 | 4 | -10 | 26 | -7 | 12
CCOC(=O)C1=C(c2cccc(Oc3ccccc3)c2)NC(=S)NC1C (configuration not stated) | 14 | -2.3 | -3 | 12 | 8 | 36 | 5 | -18 | 2 | 2 | 1
Cc1oc(-c2cccc(C(F)(F)F)c2)nc1CN1CCC[C@H]1CO | -8 | -0.1 | 5 | 8 | 2 | 7 | 0 | 7 | -5 | 2 | 5
COc1ccccc1C(CC(=O)c1ccccc1)CC(=O)c1ccccc1 | 9 | -0.5 | 10 | 23 | 14 | 21 | 1 | -24 | -4 | -7 | -8
CC(=O)Nc1ccc(CNC(=O)C[N+]2(C)CCOCC2)cc1 | 0 | 1.5 | -9 | 16 | -1 | 8 | 2 | -15 | 0 | -2 | 5
COc1ccccc1NC(=O)C1=C(C)NC2=C(C(=O)CCC2)C1c1ccc2c(c1)OCO2 (configuration not stated) | 4 | 4.3 | 14 | 9 | 10 | 4 | 2 | 11 | -1 | -2 | 1
O=c1ccc(-c2ccc(S(=O)(=O)NCC3CCN(Cc4ccccc4F)CC3)s2)n[nH]1 | -50 | 1.0 | 16 | 10 | -5 | 5 | 0 | -3 | -4 | -2 | -13
Cc1cn([C@H]2C[C@H](O)[C@@H](/C=C/C(=O)NCCc3ccc4c(c3)OCO4)O2)c(=O)[nH]c1=O | 7 | -0.4 | -20 | -8 | . | 20 | . | 1 | 8 | . | 16
CS(=O)(=O)N1CCN(c2ccc([N+](=O)[O-])c(NCc3ccc(Cl)cc3)c2)CC1 | 10 | 1.5 | 14 | 37 | 3 | 15 | 1 | 1 | 4 | 0 | -38
CCCc1cc(C(=O)N2CCCC(N3CCN(c4ccccc4C)CC3)C2)n(C)n1 (configuration not stated) | 8 | 0.1 | 17 | 15 | -3 | 10 | 1 | -5 | 13 | 7 | -5
O=C(O)CCC(=O)c1c[nH]c2ccccc12 | 20 | -1.5 | 3 | 6 | -3 | 3 | 4 | -14 | 6 | -5 | -13
CCC(C)Sc1nc2c(c(=O)[nH]c(=O)n2C)n1C (configuration not stated) | 10 | -0.1 | 5 | 7 | 3 | 7 | -5 | -16 | -8 | 5 | -9
COc1ccc(OC)c(/C=C/C(=O)N(C)CC(=O)Nc2cc(C)ccc2C)c1 | -6 | -2.0 | -4 | -13 | -4 | 10 | 0 | -2 | 3 | -2 | -2
COC(=O)c1c(/N=C/NOCc2ccc(Cl)cc2)sc2c1CCN(c1ncc(C(F)(F)F)cc1Cl)C2 | -6 | 0.3 | 7 | 12 | 9 | 21 | 0 | -19 | 4 | 2 | -4
COc1cc(/C=N/NC(=O)C2c3ccccc3Oc3ccccc32)ccc1O | 11 | -1.3 | -7 | 17 | -3 | 23 | 1 | -15 | 5 | -7 | 1
COCCNc1nc2c(S(=O)(=O)c3cc(C)ccc3C)nnn2c2ccccc12 | 10 | 0.3 | -2 | 15 | 12 | 15 | 4 | -7 | -8 | 4 | -9
CCOC(=O)CCc1cccc2c1CCC2=O | 16 | 1.8 | -1 | -20 | -2 | 2 | -2 | -6 | 5 | 5 | 8
N#Cc1ccccc1S(=O)(=O)N1CCC(C(=O)NCc2ccccc2CN2CCCC2)CC1 | 18 | -4.7 | -9 | -5 | -25 | -92 | -1 | 9 | 6 | 5 | 13
CCCC(=O)N1CCC1(C)C(=O)NCc1ccc(SC)cc1 (configuration not stated) | -8 | 4.9 | 4 | -6 | . | 10 | . | -6 | -1 | . | -6
CCN(CC)CCNC(=O)c1sc2nc(-c3ccccc3)cn2c1C | -9 | -0.1 | -28 | -24 | . | -53 | -1 | -9 | 1 | -43 | 14
O=C(Nc1ccc(Nc2ccccc2)cc1)c1ccc(Cl)cc1[N+](=O)[O-] | 18 | -0.2 | 5 | 4 | . | 4 | 0 | -7 | 1 | . | -16
CCOC(=O)c1cc2occc2n1CC(=O)N1CCCc2ccccc21 | -16 | 1.3 | -6 | 8 | 14 | 9 | -3 | -1 | -6 | -14 | -11
COc1ccc(N=C2NC(=O)CS2)c([N+](=O)[O-])c1 | -5 | -2.9 | 12 | 10 | -1 | 8 | 1 | -35 | -3 | 2 | -2
COc1ccc2c(c1)N(C)/C(=C1/SC(=S)N(NC(C)=O)C1=O)S2 | -33 | 0.3 | -2 | 2 | 3 | 4 | -3 | -11 | 11 | -29 | 3
Cc1ccc(C)c(NC(=O)Cn2cnc3c(oc4ccccc43)c2=O)c1 | 10 | 0.1 | 2 | 11 | 11 | 10 | 2 | -8 | -2 | 11 | 5
COc1cccc(-n2cnnc2SC(C)C(=O)NC2CCCC2)c1 (configuration not stated) | -16 | -0.4 | 3 | 9 | -1 | 12 | -6 | -24 | -7 | 3 | 4
Cc1ccc(NS(=O)(=O)c2ccc3c(c2)CCN3C(=O)CCC(=O)O)cc1Cl | -18 | -0.7 | 2 | 12 | -9 | 14 | -2 | 1 | 3 | -3 | 12
Cc1cccc(N2CCN(C(=O)CSCc3c(C)noc3C)CC2)c1C | 85* | -1.8 | 4 | -42 | -6 | -81 | 0 | 68 | 31 | 10 | -8
COc1ccc(-c2nc(CS(=O)CC(=O)NCc3cccnc3)c(C)o2)cc1OC (configuration not stated) | -2 | -2.8 | 5 | -6 | 11 | 3 | -2 | -18 | -15 | 4 | -5
COc1ccc(C)c2sc(=NC(=O)C(C)C)n(C)c12 | -37 | -1.1 | -28 | 0 | . | -6 | 3 | 9 | 4 | -5 | 8

Compound activity as filed in PubChem BioAssay.
